TCR-CD3 inh: human TCR-CD3 binding inhibition; AID 651800; 360,000 tested, 0.37% active; TAMRA-labeled TCR probe fluorescence, biochemical; inhibition, % at 9.4 µM; in the data active = inhibition above about 19%;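 also: recombinant mutant TCR 2C K166C tagged with TAMRA read by polarization; 0% = receptor in buffer alone and 100% = receptor with positive control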
rCAG RNA binder: binds r(CAG) RNA repeats; r(CAG) RNA repeat, TO-PRO-1 dye displacement fluorescence; inhibition, % at 3 µM; 370,000 tested, 1.3% active;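 active = inhibition above the plate cutoff, the mean of all test compounds on that plate plus 3 SD, cut at about 35% in these data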;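 also: 0% = DMSO alone and 100% = 100 µM mitoxantrone as full dye displacement; higher means more dye released from RNA so lower well fluorescence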
UHRF1 binding: UHRF1 methyl-DNA binding inhibition. Q96T88. 370,000 tested, 0.75% active. AID 687016. UHRF1 binding to methylated oligo, TR-FRET. inhibition, % at 4.4 µM; in the data active = inhibition above about 21%;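 also: UHRF1 SRA domain binding a hemimethylated CpG hairpin DNA probe; 0% = median of test compound wells and 100% = reference inhibitor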
HTRA1 inh: blocks human HTRA1 serine peptidase; recombinant HTRA1, FP-rhodamine activity-based probe, fluorescence polarization; AID 504803; 340,000 tested, 0.5% active; Q92743; inhibition, % at 5.96 µM; in the data active = inhibition above about 36%;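 also: 0% = enzyme with DMSO and 100% = wells lacking enzyme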
PRMT1 FP inh: inhibitors of human PRMT1 | recombinant PRMT1, activity-based probe fluorescence polarization | inhibition, % at 2.79 µM | 370,000 tested, 1.3% active;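 active = inhibition above about 21% made by adding two undisclosed values, limit read from the data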
Target sequence (Q99873 whole entry, looked up): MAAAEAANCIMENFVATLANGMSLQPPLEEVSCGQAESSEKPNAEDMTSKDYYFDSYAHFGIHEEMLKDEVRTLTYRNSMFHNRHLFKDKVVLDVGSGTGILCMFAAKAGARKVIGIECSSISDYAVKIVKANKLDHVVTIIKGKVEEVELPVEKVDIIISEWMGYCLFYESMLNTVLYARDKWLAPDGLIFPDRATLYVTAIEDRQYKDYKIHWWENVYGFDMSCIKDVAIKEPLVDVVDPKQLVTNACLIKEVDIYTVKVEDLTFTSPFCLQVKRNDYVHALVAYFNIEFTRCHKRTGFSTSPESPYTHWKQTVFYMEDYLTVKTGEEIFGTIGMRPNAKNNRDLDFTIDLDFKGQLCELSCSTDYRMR
PG9 binder: small molecules binding HIV-1 gp120 antibody PG9. TR-FRET gp120-PG9 antibody binding. inhibition, % at 6.7 µM. 360,000 tested, 0.43% active; in the data active = inhibition above about 8.5%
LEDGF integ inh: blocks HIV-1 LEDGF/p75-dependent DNA integration; TR-FRET IN-LEDGF/p75 DNA integration, Eu/Cy5; inhibition, % at 3.7 µM; 370,000 tested, 0.64% active;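 active = inhibition above the screen-wide mean plus 3 SD, cut at about 13% in these data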;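 also: signal is the Cy5 over europium emission ratio at 671 and 618 nm; 0% = plate median of compound wells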
MBD2 DNA inh: blocks human MBD2 binding to methylated DNA. Q9UBB5. TR-FRET, MBD2 binding to methylated oligonucleotide. inhibition, % at 4.4 µM. 370,000 tested, 0.31% active. AID 686964; in the data active = inhibition above about 13%
Target sequence (Q9UBB5 whole entry, looked up): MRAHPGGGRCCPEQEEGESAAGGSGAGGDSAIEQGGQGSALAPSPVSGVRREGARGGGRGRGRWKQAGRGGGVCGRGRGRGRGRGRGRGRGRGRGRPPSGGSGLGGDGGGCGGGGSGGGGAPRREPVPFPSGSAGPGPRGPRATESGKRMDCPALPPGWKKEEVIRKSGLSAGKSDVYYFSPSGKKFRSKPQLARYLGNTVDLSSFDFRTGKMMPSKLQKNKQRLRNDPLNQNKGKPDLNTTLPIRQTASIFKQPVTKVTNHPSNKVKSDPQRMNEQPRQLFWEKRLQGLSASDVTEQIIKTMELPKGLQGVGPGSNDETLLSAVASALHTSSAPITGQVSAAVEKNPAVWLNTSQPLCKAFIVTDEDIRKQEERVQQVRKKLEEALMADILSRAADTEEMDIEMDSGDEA
Rev-erbA mod: Rev-erb alpha (human) modulation; P20393; AID 1259318; Rev-erbα–FITC-DNA binding, fluorescence polarization, 90 min; activity, % at 10 µM; 370,000 tested, 0.79% active;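 active = activity above about 14%, limit read from the data; passing the limit was not always enough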;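 also: 0% = DMSO wells with 35 nM protein and 100% = DMSO wells with 750 nM protein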
ABHD4 inh: ABHD4 (mouse) inhibition, primary FP screen | Q8VD66 | purified mABHD4, FP-Rh probe fluorescence polarization | inhibition, % at 8.92 µM | 370,000 tested, 0.54% active | AID 720543;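 active = inhibition exceeding the mean over every tested compound plus 3 SD, cut at about 30% in these data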;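 also: 0% = plate median of compound wells and 100% = S159A mutant with DMSO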
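Assay system: wild-type mouse ABHD4 protein; compound: single nominal dose of 8.92 µM, 0.89% DMSO final; schedule: 45 min + 60 min at 25 °C; measured by: FP readout, ex 525 nm / em 598 nm; evaluation: % inhibition of FP-Rh probe binding versus controls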
* hit, by the source's call; . = no result given. A portion of the library. The share of hits here may be higher or lower than overall.

Start of the listing, in advance (2 entries):
SMILES	TCR-CD3 inh	rCAG RNA binder	UHRF1 binding	HTRA1 inh	PRMT1 FP inh	PG9 binder	LEDGF integ inh	MBD2 DNA inh	Rev-erbA mod	ABHD4 inh
CC1CCC2(CCC(=O)N2CCCO)CC1 (stereo unspecified)	.	1	0	.	2	.	-1	2	17	1
Cc1cccc(NC(=O)c2cc(S(=O)(=O)N3CCC4(CC3)OCCO4)ccc2F)c1	-2	3	3	-25	4	-1.3	-5	4	-2	-12

Results, repeating the preview:
SMILES	TCR-CD3 inh	rCAG RNA binder	UHRF1 binding	HTRA1 inh	PRMT1 FP inh	PG9 binder	LEDGF integ inh	MBD2 DNA inh	Rev-erbA mod	ABHD4 inh
CC1CCC2(CCC(=O)N2CCCO)CC1 (stereo unspecified)	.	1	0	.	2	.	-1	2	17	1
Cc1cccc(NC(=O)c2cc(S(=O)(=O)N3CCC4(CC3)OCCO4)ccc2F)c1	-2	3	3	-25	4	-1.3	-5	4	-2	-12
Cc1ccccc1C(=O)N(C)[C@H]1C[C@H]2c3[nH]c4c(-c5ccc6c(c5)OCO6)cccc4c3CCN2C(=O)[C@H]1[C@H](C)O	6	3	0	.	0	0.3	2	1	0	-1
COC(=O)c1ccc(NC(=S)NC(=O)C2CCC2)cc1	-5	-1	-3	-4	-1	-1.9	1	-2	-7	7
CCSc1nnc(NC(=O)c2cc(OC)c(OC)c(OC)c2)s1	-1	0	4	0	-2	-2.0	0	-3	17	-7
CC(NC(=O)c1cccc(S(=O)(=O)N2CCc3ccccc32)c1)c1ccco1 (stereo unspecified)	0	7	0	-11	0	-0.6	-1	1	0	-7
CCOc1ccc(N2C(=O)C3ON(C)C(c4ccc([N+](=O)[O-])cc4)C3C2=O)cc1 (stereo unspecified)	7	2	-2	-5	0	1.5	2	-2	-1	-1
CN(C)CCCNC(=O)CCc1nc2ccccc2c(=O)[nH]1	3	2	-3	1	-2	-1.4	-2	-4	5	-3
O[C@H](COc1cccc(C(F)(F)F)c1)CN1CCC(C(O)(c2ccccc2)c2ccccc2)CC1	.	-3	1	.	-1	.	5	-1	3	8
CCCCCCCCN1C(=O)[C@@H](CC(=O)NCc2ccc(C)o2)C[C@@]2(C(=O)OC)C1=C[C@H](COCc1ccccc1)O[C@@H]2C	.	7	-3	.	16	.	-1	0	-1	5
O=C(CSCc1ccccc1F)NCc1ccccc1	8	0	-3	2	-5	-0.5	3	-3	0	1
O=C(O)c1ccc(C[n+]2c(-c3ccccc3)csc2Nc2ccccc2)cc1	4	1	5	-5	-3	-1.9	0	0	1	2
Cc1nn2c(nc(N3CCCCC3)c3ccccc32)c1C=O	-3	-6	3	-13	1	1.1	2	5	-1	-4
Cc1ccc(OCc2cc(C(=O)NCCn3cccn3)no2)cc1C	1	1	1	-2	-2	-2.1	-1	-3	-1	2
CC1=C(C(=O)N(C(C)C)C(C)C)CC(CC(=O)NC2CCCC2)C(=O)N1CCC1=CCCCC1 (stereo unspecified)	1	-3	-1	.	-1	1.1	3	3	-3	-1
Cc1occc1-c1nnc(SCC(=O)Nc2nc(C(C)(C)C)cs2)o1	6	-1	7	-2	0	-1.0	2	4	-4	-3
CCN(CC)CCCNC(=S)N(Cc1ccco1)Cc1cc2cc3c(cc2[nH]c1=O)OCCO3	2	9	0	.	-3	-2.5	3	-7	-3	2
Cc1ccc(C2=NOC(C)(c3nnc(-c4ccccc4)o3)C2)cc1 (stereo unspecified)	9	-5	-3	-19	-1	-0.2	-2	-2	2	-8
C=CCNC(=S)Nc1cc(C)ccn1	3	-4	-2	-3	-2	-0.6	1	-2	0	-2
NC(c1ccccc1)c1csc(NC(=O)Nc2cccc(C(F)(F)F)c2)n1 (stereo unspecified)	-2	42*	2	.	1	0.3	6	6	0	3
O=C(NCc1ccncc1)C(=O)NCC1OCCN1S(=O)(=O)c1ccc(Cl)cc1 (stereo unspecified)	6	5	1	-1	-3	-2.8	4	-4	3	-6
COc1ccc2c(c1)-c1ccccc1S(=O)(=O)N2C(C)=O	6	4	1	-6	1	-1.9	2	-2	-4	1
CCN1CCN(Cc2ccc(NC(=O)Nc3ccccc3OC)cc2)CC1	9	0	0	-12	-3	-1.1	-3	0	-4	4
COc1cccc(NC(=O)C2CCN(Cc3cnn(-c4ccccc4)c3-n3cccc3)CC2)c1	-3	-8	-3	0	-4	2.9	-1	-8	-5	-4
C/C=C/c1ccc(OCCCCn2cncn2)c(OC)c1	4	-1	1	7	1	1.9	4	-2	-3	14

(list continues)
SMILES	TCR-CD3 inh	rCAG RNA binder	UHRF1 binding	HTRA1 inh	PRMT1 FP inh	PG9 binder	LEDGF integ inh	MBD2 DNA inh	Rev-erbA mod	ABHD4 inh
COC(=O)c1nc2n(n1)C(c1ccc([N+](=O)[O-])cc1)C(C(=O)Nc1ccc(Cl)cc1)=C(C)N2 (stereo unspecified)	-6	2	-1	-1	-2	-0.3	0	3	-6	9
CC(C)OP(=O)(OC(C)C)C(NC(=O)c1ccccc1Br)C(N)=O (stereo unspecified)	-3	-7	4	4	1	1.5	-5	2	1	0
Cc1cccc(C)c1-n1c(SCC(=O)NCc2ccco2)nc2ccccc2c1=O	3	2	-2	-4	-3	-0.3	0	3	-7	-6
CCN(CC)CCC(c1ccc(N(C)C)cc1)c1c(OC)cc(OC)c2ccc(=O)oc12 (stereo unspecified)	-2	3	9	2	-2	-1.8	0	0	3	5
O=C(NCCN1CCCC(O)C1)c1cc(COc2c(F)cccc2F)on1 (stereo unspecified)	-2	1	11	-16	-1	-0.9	3	-1	-1	0
CCOC(=O)C1=C(COC(=O)c2ccc(Cl)c(S(=O)(=O)N3CCOCC3)c2)NC(=O)NC1C (stereo unspecified)	5	4	0	-5	-1	0.5	1	-1	2	9
Cn1ncc(Cl)c1C(=O)NC1C2CC3CC(C2)CC1C3 (stereo unspecified)	-9	-3	3	-4	2	-0.2	9	5	-8	-2
Cc1[nH]c2ccccc2c1-c1nc2ccccc2[nH]c1=O	4	1	0	2	-4	-1.4	4	-4	-4	1
O=C(NCCc1ccccc1)C(=O)NCC1OCCN1S(=O)(=O)c1ccc(F)cc1 (stereo unspecified)	1	7	1	-7	-1	0.2	2	1	-1	4
O/N=C/c1cccc[n+]1CCCCCC[n+]1ccccc1/C=N/O	6	-1	3	16	-4	-2.6	-2	-2	1	-4
C=CCNC(=O)C1CC(=O)N(c2ccc(OCC(=O)Nc3ccc(CC)cc3)cc2)C1 (stereo unspecified)	1	-1	1	-3	-1	-0.7	-5	5	0	6
CCOc1ccccc1NC(=O)C1CCC(=O)N1S(=O)(=O)c1ccc(C)cc1 (stereo unspecified)	-2	-6	1	2	-1	-1.8	0	5	0	2
COc1ccc(C(=O)Oc2cc(C)[nH]c(=O)c2[N+](=O)[O-])cc1	7	4	0	-1	-2	-1.7	-3	-1	-3	2
COc1cc(NC(=S)N2CCC(C(N)=O)CC2)cc(OC)c1	10	2	-4	-1	5	-1.9	0	-1	-2	-1
COC(=O)c1ccc(NC(=O)Nc2ccc([N+](=O)[O-])cc2)cc1	2	11	6	-12	-4	-2.9	0	0	0	-14
CCC(=O)N1CCN(c2ccc(Cl)cc2NC(=O)c2ccc3c(c2)OCCO3)CC1	6	4	0	-13	-3	-0.8	-1	1	6	-4
CC(C)(C)c1ccc(CSc2ccc(S(=O)(=O)N3CCOCC3)cn2)cc1	8	2	-1	-16	7	-1.9	0	-1	7	-7
CC1(C)Cc2ccccc2C(C(Cc2ccccc2)C(N)=O)=N1 (stereo unspecified)	-10	-5	6	-3	-4	-3.1	2	2	-2	-10
CC(=O)NC(c1cccc(F)c1)c1nc(-c2csc3ccccc23)cs1 (stereo unspecified)	-7	3	0	.	6	-2.0	2	-4	7	-26
CCCCn1cnc2c(cnn2-c2ccc(Cl)cc2)c1=O	-5	-2	-2	6	-3	1.0	-3	-3	7	0
Cc1ccc(-c2cc(C(=O)NCc3cccs3)no2)cc1	6	-3	-2	-7	0	0.6	-3	-6	-6	-8
COC(=O)c1ccccc1NC(=O)Cn1cc2c(n1)CCC(C)C2 (stereo unspecified)	-8	-2	-3	-1	-7	0.2	7	-7	-3	-9
CCc1nnc(NC(=O)CSc2nnc(CNC(=O)c3ccccc3)o2)s1	3	3	1	1	4	3.0	-1	22*	-7	5
COc1ccc(OCC(=O)N2c3ccccc3CCc3ccccc32)cc1	5	-7	-2	2	-5	0.8	1	2	7	1
C/C(=N\NC(=O)c1nn(C)cc1Br)c1cccc(NC(=O)C(C)(C)C)c1	-1	0	2	-5	-1	-0.8	5	-6	2	-1
N=C1C(=O)OCC1c1ccccc1NC(=O)Nc1ccccc1 (stereo unspecified)	7	0	-1	-4	-2	-0.7	-3	-3	6	0
CC(=O)Nc1ccc(S(=O)(=O)Nc2nc3nc(-c4ccccc4)cc(-c4ccccc4)n3n2)cc1	-1	13	-2	-3	-4	-0.1	4	2	-6	-2
NC(=O)C(Cc1ccccc1)NC(=O)C12CC3CC(CC(C3)C1)C2 (stereo unspecified)	2	0	0	11	-3	-1.1	1	-2	1	-3
CCn1cc(C(=O)NCc2ccc3c(c2)OCO3)c(=O)c2cc(S(=O)(=O)N3CCOCC3)ccc21	10	12	-3	-11	-3	0.1	-1	-1	2	1

Reprinted from above, 12 compounds:
SMILES	TCR-CD3 inh	rCAG RNA binder	UHRF1 binding	HTRA1 inh	PRMT1 FP inh	PG9 binder	LEDGF integ inh	MBD2 DNA inh	Rev-erbA mod	ABHD4 inh
CC1(C)Cc2ccccc2C(C(Cc2ccccc2)C(N)=O)=N1 (stereo unspecified)	-10	-5	6	-3	-4	-3.1	2	2	-2	-10
CC(=O)NC(c1cccc(F)c1)c1nc(-c2csc3ccccc23)cs1 (stereo unspecified)	-7	3	0	.	6	-2.0	2	-4	7	-26
CCCCn1cnc2c(cnn2-c2ccc(Cl)cc2)c1=O	-5	-2	-2	6	-3	1.0	-3	-3	7	0
Cc1ccc(-c2cc(C(=O)NCc3cccs3)no2)cc1	6	-3	-2	-7	0	0.6	-3	-6	-6	-8
COC(=O)c1ccccc1NC(=O)Cn1cc2c(n1)CCC(C)C2 (stereo unspecified)	-8	-2	-3	-1	-7	0.2	7	-7	-3	-9
CCc1nnc(NC(=O)CSc2nnc(CNC(=O)c3ccccc3)o2)s1	3	3	1	1	4	3.0	-1	22*	-7	5
COc1ccc(OCC(=O)N2c3ccccc3CCc3ccccc32)cc1	5	-7	-2	2	-5	0.8	1	2	7	1
C/C(=N\NC(=O)c1nn(C)cc1Br)c1cccc(NC(=O)C(C)(C)C)c1	-1	0	2	-5	-1	-0.8	5	-6	2	-1
N=C1C(=O)OCC1c1ccccc1NC(=O)Nc1ccccc1 (stereo unspecified)	7	0	-1	-4	-2	-0.7	-3	-3	6	0
CC(=O)Nc1ccc(S(=O)(=O)Nc2nc3nc(-c4ccccc4)cc(-c4ccccc4)n3n2)cc1	-1	13	-2	-3	-4	-0.1	4	2	-6	-2
NC(=O)C(Cc1ccccc1)NC(=O)C12CC3CC(CC(C3)C1)C2 (stereo unspecified)	2	0	0	11	-3	-1.1	1	-2	1	-3
CCn1cc(C(=O)NCc2ccc3c(c2)OCO3)c(=O)c2cc(S(=O)(=O)N3CCOCC3)ccc21	10	12	-3	-11	-3	0.1	-1	-1	2	1

Assay outcomes deposited in PubChem by several laboratories.
